TLR9-MyD88 inh: blocks human TLR9 binding to MyD88; Q9NR96+Q99836; CHO BLA complementation TLR9-MyD88, CCF4 FRET ratio; inhibition, % at 4.98 µM; 0.21% of 340,000 active; AID 504734;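 active = inhibition above the mean over all tested compounds plus 3 SD, cut at about 21% in these data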;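 note: 0% = DMSO only wells and 100% = clavulanate BLA inhibitor control wells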
NCOA3 inh: human NCOA3 inhibition. HEK293 GAL4-SRC3 luciferase reporter, luminescence. inhibition, % at 3.6 µM. 0.17% of 360,000 active. AID 588352;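 active = inhibition above a per-campaign cutoff, the mean of all compounds plus 3 SD, cut at about 60% in these data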;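 note: 0% = DMSO-treated cells and 100% = gossypol-treated cells at 36 µM; higher means less SRC3-driven luciferase light from the GAL4 reporter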
ABHD5-PLIN5 inh: blocks binding of human ABHD5 to perilipin-5; Split G. princeps luciferase complementation, luminescence, 4 h; AID 602281; 0.78% of 360,000 active; Q00G26+Q8WTS1; inhibition, % at 4 µM;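 active = inhibition above the mean inhibition across every tested compound plus 3 SD, cut at about 22% in these data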;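 note: 0% = DMSO only wells and the 100% control is not disclosed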
TWEAK-Fn14 inh: TWEAK-Fn14 signaling inhibition; TWEAK-stimulated Fn14 reporter cells, luciferase luminescence, 8 h; inhibition, % at 10 µM; 2% of 360,000 active; in the data active = inhibition above about 50%
NR2F2 inh: inhibitors of human COUP-TFII (NR2F2). HEK293T NGFI-A luciferase reporter, luminescence. 0.7% of 370,000 active. inhibition, % at 8.6 µM. P24468;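 active = inhibition above a per-plate cutoff, mean inhibition of test wells between control levels plus 3 SD, cut at about 38% in these data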;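 note: cells cotransfected with COUP-TFII expression vector driving the NGFI-A reporter; 0% = median of COUP-TF2 test wells and 100% = reporter-only cells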
SRC2 inh: human SRC2 (NCOA2) inhibition. Q15596. HEK293 GAL4-SRC2 luciferase reporter, luminescence. inhibition, % at 9 µM. 0.17% of 370,000 active;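 active = inhibition above the mean inhibition of all tested compounds plus 3 SD, set per campaign, cut at about 52% in these data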;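 note: 0% = DMSO treated cells and 100% = cells given Gossypol at 36 µM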
LRH-1 inv ag: NR5A2 inverse agonism in reporter assay; HEK293T StAR-luciferase reporter, LRH-1 transfected, 24 h; inhibition, % at 3.6 µM; AID 602396; O00482; 0.13% of 360,000 active;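 active = inhibition above the mean inhibition of all tested compounds plus 3 SD, cut at about 73% in these data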;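 note: 0% = DMSO wells and 100% = reporter-only cells lacking LRH-1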
NCOA1 inh: human NCOA1 inhibition; HEK293 GAL4-SRC1 luciferase reporter, luminescence; inhibition, % at 3.6 µM; 0.12% of 360,000 active;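 active = inhibition above the campaign mean plus 3 SD, with each screening campaign given its own cutoff, cut at about 60% in these data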;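 note: 0% = DMSO treated cells and 100% = gossypol at 36 µM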
NOD2-RIPK2 inh: NOD2-RIPK2 protein interaction inhibition; CHO BLA complementation NOD2-RIPK2, CCF4 ratio; inhibition, % at 4.98 µM; 0.38% of 360,000 active; AID 624267; in the data active = inhibition above about 21%;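 note: 0% = vehicle only and 100% = reference blocker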
TROY NFkB inh: blocks TROY-dependent signaling in reporter cells; Q293 LMP1-TROYcd NF-kB luciferase reporter, 4 h; inhibition, % at 10 µM; 0.98% of 360,000 active; AID 1347056;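 active = compounds whose plate-normalised and pattern-corrected inhibition of the luciferase reporter signal at the single screening dose is 50% or more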
Exocytosis inh: blocks lytic granule exocytosis; TALL-104 LAMP-1 surface exposure, flow cytometry; cells stimulated with thapsigargin and PMA; inhibition, % at 10 µM; 0.66% of 360,000 active; AID 651702;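 active = inhibition above about 55%, limit read from the data; inconclusive = no clear call, values can overlap the other calls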
Active calls of the source: *; ? = inconclusive; . = no result given.

SMILES	SRC2 inh	ABHD5-PLIN5 inh	NCOA3 inh	LRH-1 inv ag	TLR9-MyD88 inh	TWEAK-Fn14 inh	NOD2-RIPK2 inh	TROY NFkB inh	NCOA1 inh	Exocytosis inh	NR2F2 inh
CCO[C@H]1OC(C(=O)N2CCOCC2)=C[C@@H](C2CC2)[C@@H]1CCCO	-12	3	-1	1	-13	-10	-3	0	-82	1	12
CCCCc1nnc(NC(=O)C(C)Sc2nc(O)c(Cc3ccccc3)c(=O)[nH]2)s1 (stereo not given)	14	-2	16	5	3	6	1	-7	1	-1	-2
CC(C)(C)c1cc(-n2ccnc2)n2ncc(-c3ccc(Cl)cc3)c2n1	-29	0	1	-30	-1	-35	1	0	-17	-2	-18
Cc1c(Cc2ccccc2)c(=O)oc2cc(OCC(=O)N3CCC(C(=O)O)CC3)ccc12	-11	3	-12	3	6	2	0	-6	-35	-1	6
CC1CCCC(C)N1/N=C/c1ccc(O)cc1 (stereo not given)	-13	-1	4	5	-6	2	2	15	10	8	5
O=C(NC(NC(=O)c1c(F)cccc1F)c1ccc([N+](=O)[O-])cc1)c1c(F)cccc1F	5	-1	13	-1	1	11	-6	-17	4	-12	18
c1ccc(-c2nc(-c3nccc4ccccc34)oc2-c2ccccc2)cc1	-33	-5	-92	-110	-8	73*	-3	60*	-113	3	-60
Cc1ccc(CNS(=O)(=O)CCNC(=O)c2ccc3c(c2)OCO3)cc1	-6	3	-32	5	4	10	-4	9	6	-2	-3
Brc1ccc(-c2noc(CCc3ccccc3)n2)o1	-10	-4	-30	-28	-5	-36	-11	-53	-39	-3	-2
Fc1ccccc1N1CCN(c2cnc3ccccc3n2)CC1	-41	-10	-87	-172	-3	44	-5	12	-115	12	-20
O=[N+]([O-])c1ccc2c(c1)nc(CO)n2Cc1ccccc1	-15	-3	3	13	4	-8	-5	3	11	-3	1
C/C(=N\NC(=O)c1ccc(NS(=O)(=O)c2cccs2)cc1)c1ccc(C(C)(C)C)cc1	-14	-9	3	-25	-9	-63	1	-26	-10	6	-30
COc1ccccc1/C=C/c1nc(S(=O)(=O)c2ccccc2)c(NCCN(C)C)o1	-4	0	6	-1	7	-11	-3	8	0	-6	7
O=C(OCc1ccccc1)N1CCC2CC1c1c2cccc1N1CCOCC1 (stereo not given)	-1	3	4	5	.	10	4	5	12	-1	19
O=C(Nn1cnnc1)c1ccc(Cl)cc1[N+](=O)[O-]	15	6	-12	5	-2	10	1	19	-30	12	-5
COCCn1c(Cc2ccccc2)nnc1SCC(=O)N(C)C	-14	-4	6	16	-6	-10	-6	0	-1	0	-27
CN1C(=O)/C(=C\c2ccccc2OCc2ccccc2)SC1=S	0	0	1	-2	-5	7	1	14	-31	1	8
O=C(CSc1nnc(-c2cccc(Br)c2)o1)NCC1CCCO1 (stereo not given)	-13	5	21	27	-7	-8	4	-8	-5	2	6
COc1cc(/C=C/C(=O)O)cc2c1OCCO2	-6	1	7	6	6	-3	-4	1	-4	2	15
Cc1nn(CCCC(=O)NCc2ccc(F)cc2)c(C)c1[N+](=O)[O-]	21	1	11	-2	-4	15	2	-13	-3	0	-19
CCOC(=O)CN1Cc2cccc(C(=O)O)c2C1=O	-6	1	-7	14	2	9	0	3	2	1	6
Cc1cc(NC(=O)CN(C)S(=O)(=O)c2ccc(-c3ccc(=O)[nH]n3)s2)ccc1Br	3	-7	15	-12	11	-26	-9	7	11	-10	-9
CC(C)(C)NC(=O)CC1C[C@H](C(=O)N2CCOCC2)[C@@]2(C)c3[nH]c4ccccc4c3CCN2C1=O (stereo not given in full)	-18	2	2	18	-5	8	-19	11	7	5	-4
O=C(CN1CCN(Cc2ccccc2Cl)CC1)N=Nc1c(O)[nH]c2ccccc12	2	2	0	-5	6	1	-6	-1	-10	-2	-7
O=C(N/N=C\c1cccc(F)c1)c1ccc(Cn2cc(Br)c([N+](=O)[O-])n2)o1	-28	1	-13	-8	-44	-19	-6	-17	-41	?	-19
Cc1cccc(C(=O)N/N=C/c2ccncc2)c1	-36	7	-16	-8	0	-11	-4	-17	-4	8	5
Cc1ccc2c(c1)C=CC(C#N)N2C(=O)c1ccccc1 (stereo not given)	-2	-1	-13	18	2	28	7	-32	-50	1	-10
CCOc1ccc(N2C(=O)Nc3ccccc3C2(O)C(=O)NCc2ccc3c(c2)OCO3)cc1 (stereo not given)	10	1	-2	-27	-2	11	-6	19	-7	-1	7
CCO[C@@H]1OC(C(=O)N2CCN(C)CC2)=C[C@H](C2CCCCC2)[C@H]1CCCO	-24	7	-7	-15	-8	6	1	-11	1	-9	13
CC(C)C(C)NC(=O)COc1ccc(S(=O)(=O)N2CCOCC2)cc1Cl (stereo not given)	5	8	12	7	10	2	-4	-36	6	0	5
O=C(OCC(=O)c1ccc[nH]1)c1ccc(Cl)nc1	-22	-8	10	-16	-2	0	2	-3	0	6	-22
O=C(CN1C(=O)C2CC=CCC2C1=O)NCC(=O)Nc1ccc(F)c(F)c1F (stereo not given)	5	1	-1	-1	-7	-12	-1	-16	-3	1	-15
COc1ccccc1Cn1c(=S)[nH]c2ccc(Br)cc2c1=O	23	6	7	6	8	11	4	29	5	-14	2
COc1ccccc1NS(=O)(=O)c1cc(NC(=O)c2sccc2C)ccc1N1CCCC1	-16	-2	9	-5	-8	16	10	16	-8	-3	-13
CCOc1ccccc1N(CC(=O)N1CCOCC1)S(=O)(=O)c1ccccc1	-10	-2	12	-5	-6	-13	-13	5	-8	0	19
COCCNC(=O)c1onc(CSc2nc3ccccc3[nH]2)c1C(=O)NCCOC	-1	2	-19	-6	5	8	-22	12	0	-1	2
CC(C)P(=O)(Cc1cccc(C#N)c1)C(C)C	-17	1	7	10	0	-14	-10	-18	5	0	-2
O=C(CSc1nnc(-c2cccnc2)n1-c1ccc(SC(F)F)cc1)N1CCCc2ccccc21	24	7	11	-4	4	-9	-3	-8	-4	4	6
CC(Sc1nnnn1-c1ccc(O)cc1)C(=O)NNC(=O)c1ccc(F)cc1 (stereo not given)	-5	-3	-16	22	12	-1	-13	6	4	-11	3
NNC(=O)Cn1c(-c2nonc2N)nc2ccccc21	-13	0	-10	-8	7	4	0	18	-8	-1	-11
COc1ccccc1NS(=O)(=O)c1ccc(O)cc1	-5	0	-11	15	-2	-12	3	18	1	2	-15
O=C(OCc1nnc(-c2ccccc2)o1)C1=COCCO1	-34	1	14	8	1	-6	-7	-4	-33	-2	-11
C=CCOc1ccccc1CN1CCC(n2nccc2NC(=O)C2CCOC2)CC1 (stereo not given)	-11	2	-2	17	-5	10	0	-1	-27	0	9
Cc1ccc(NC(=O)C2CC(O)CN2C(=O)OCc2ccccc2)c(C)c1 (stereo not given)	12	-15	2	13	-11	-11	-7	-5	4	-4	19
Cc1cc2ncn(CC(C)C)c2cc1C	0	-2	3	6	4	10	-2	-6	6	2	20
Cc1ccc2c(c1)N(CC(=O)Nc1ncccc1C)C(=O)C(C(C)C)O2 (stereo not given)	0	1	-4	6	5	14	-9	0	-10	-11	6
CCn1c(SCC(=O)NCCOC)nc2sc3c(c2c1=O)CCCC3	7	-3	-25	-3	4	-2	-10	2	-3	-1	8
COc1ccc(-c2nc3ccccc3c(=O)n2CCOc2cc(C)ccc2C)cc1	-24	-4	5	-30	1	-19	-5	-31	-12	4	1
CCOP(=O)(OCC)C(Nc1cccc([N+](=O)[O-])c1)c1ccccc1 (stereo not given)	-29	-4	17	20	-2	13	-10	-25	-12	14	7
COc1ccc(NC(=O)c2ccc3ncsc3c2)c2ccccc12	24	-6	-10	-27	-7	-2	-14	-43	-10	-2	-6
Cc1ccc(C)c(NC(=O)C2COc3ccccc3O2)c1 (stereo not given)	-15	0	-20	-30	11	-20	3	-21	-15	-12	4
Cc1ccc(CNC(=O)C2CC3Cn4c(nc5cc6ccccc6cc54)C3N2C)o1 (stereo not given)	6	10	-10	-4	-2	-4	-5	-10	-5	3	-2
CCCN(CCC)C(=O)COc1cc(=O)n(CC)c2ccccc12	-15	-4	8	-16	-6	2	-8	-27	-16	-3	-20
CC[C@@H](C(=O)[C@@H](C)[C@@H](O)[C@H](C)[C@@H]1O[C@@H]([C@@H](CC)C(=O)O)CC[C@@H]1C)[C@H]1O[C@]2(C=C[C@@H](O)[C@]3(CC[C@@](C)([C@H]4CC[C@](O)(CC)[C@H](C)O4)O3)O2)[C@H](C)C[C@@H]1C	2	-1	62*	86*	1	56*	-12	51*	-39	-4	45*
COC(=O)[C@H](Cc1ccccc1)NC(=O)[C@@H](N)CC(=O)O	6	6	0	-12	6	-3	-18	4	-12	2	18
c1ccc(-c2cccs2)nc1	1	5	22	10	-4	-1	0	7	-21	-4	17
COc1cccc(/C=C/C(=O)OCC(=O)NC(=O)NC2CCCCC2)c1	0	2	0	13	-6	-11	11	9	-6	10	-9
CC(=O)c1ccc(OC2(C)CCN(Cc3ccc4c(c3)OCCO4)C2)cc1 (stereo not given)	0	-4	-5	5	.	-12	8	-6	16	-15	-2
Cc1noc(C)c1S(=O)(=O)N1CCN(c2ccccc2Cl)CC1	-20	-9	-14	-15	-4	-17	-2	-18	0	0	-24
CCOc1ccc(-c2csc3nc[nH]c(=O)c23)cc1	-31	-1	-60	-43	3	6	3	-10	-50	2	-20

Brought forward from above: 3 entries, then new ones.
SMILES	SRC2 inh	ABHD5-PLIN5 inh	NCOA3 inh	LRH-1 inv ag	TLR9-MyD88 inh	TWEAK-Fn14 inh	NOD2-RIPK2 inh	TROY NFkB inh	NCOA1 inh	Exocytosis inh	NR2F2 inh
CC(=O)c1ccc(OC2(C)CCN(Cc3ccc4c(c3)OCCO4)C2)cc1 (stereo not given)	0	-4	-5	5	.	-12	8	-6	16	-15	-2
Cc1noc(C)c1S(=O)(=O)N1CCN(c2ccccc2Cl)CC1	-20	-9	-14	-15	-4	-17	-2	-18	0	0	-24
CCOc1ccc(-c2csc3nc[nH]c(=O)c23)cc1	-31	-1	-60	-43	3	6	3	-10	-50	2	-20
COc1cccc(CN(C)CC(=O)Nc2cccc(S(=O)(=O)N(C)c3ccccc3)c2)c1OC	9	3	-7	-40	-10	12	-7	35	-8	-3	13
Cc1ccc(S(=O)(=O)N2CCN(S(=O)(=O)c3ccccc3)C2)cc1	10	2	9	-11	-4	19	6	8	-6	-2	3
CCN(CC)C(=O)c1cccc(-c2csc(C(C)(O)c3ccc(F)c(F)c3)n2)c1 (stereo not given)	.	0	2	11	.	26	16	24	-4	1	.
CCCC(=O)Nc1cc(C(=O)O)ccc1Sc1ccccc1	4	4	6	-10	3	-5	-5	3	4	0	-8
CCOC(=O)c1[nH]c2ccc(C)cc2c1NC(=O)CN1CCCCC1	-16	2	-17	-5	1	5	-1	16	-15	2	-23

Screens as filed in PubChem BioAssay.

Not all compounds are listed; the hit share may differ from the screen's.
